Assay outcomes deposited in PubChem by The Scripps Research Institute Molecular Screening Center.
OX1R antag-1: blocks the human orexin 1 receptor. O43613. 1.8% of 330,000 active. AID 485270. inhibition, % at 6.6 µM. OX1R-expressing cells, FRET antagonist read-out; in the data active means inhibition mostly above about 38%, no sharp cut-off; inactive means mostly below about 40%;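 further: 0% = agonist challenge alone and 100% = reference antagonist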
Target sequence (O43613 whole entry, looked up): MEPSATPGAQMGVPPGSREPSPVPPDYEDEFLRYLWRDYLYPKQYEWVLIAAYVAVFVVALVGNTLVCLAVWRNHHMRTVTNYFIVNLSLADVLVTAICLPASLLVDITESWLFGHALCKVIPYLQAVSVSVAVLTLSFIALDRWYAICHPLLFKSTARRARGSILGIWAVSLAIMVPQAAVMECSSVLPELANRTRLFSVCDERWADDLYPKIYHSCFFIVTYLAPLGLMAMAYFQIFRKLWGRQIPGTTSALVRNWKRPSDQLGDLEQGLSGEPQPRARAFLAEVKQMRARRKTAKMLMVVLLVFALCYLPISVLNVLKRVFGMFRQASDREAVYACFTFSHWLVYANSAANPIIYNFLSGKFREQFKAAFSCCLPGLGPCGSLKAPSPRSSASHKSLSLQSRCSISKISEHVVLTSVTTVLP
OX1R antag-2: antagonists of human orexin 1 receptor; O43613; CHO/OX1R cells, Fluo-8 calcium fluorescence, orexin A; inhibition, % at 5 µM; 0.43% of 330,000 active; AID 434989;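 active means inhibition above its plate's threshold, mean inhibition of all tested compounds on the plate plus 3 SD, cut at about 37% in these data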;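 further: 0% = orexin A challenge wells and 100% = SB-334867-A antagonist wells; not every result past the cut was called active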
* hit, by the source's call; & = joins results of further samples. Compounds were not picked by outcome; about 2.1% have a hit in one of these screens.

SMILES | OX1R antag-1 | OX1R antag-2
COc1ccc(NC(C)=O)cc1S(=O)(=O)N1CCN(Cc2cccs2)CC1 | 1 | -9
CCOC(=O)C1CC=C(Cl)CC1C(=O)Nc1nccs1 (centres undefined) | 2 | -19
Cc1ccc(S(=O)(=O)CC(=O)Nc2ccc(S(=O)(=O)Nc3ccccn3)cc2)cc1 | 10 | -4
Cc1ccc([N+](=O)[O-])cc1S(=O)(=O)Nc1ccc(C(=O)N2CCN(C(=O)c3ccco3)CC2)cc1 | 3 | -19
COc1cccc(C(=O)OCC(=O)NCCNC(=O)COC(=O)c2cccc(OC)c2OC)c1OC | 23 | -15
COc1cc(/C=N/NC(=O)C(=O)NCC2CCCO2)cc(Cl)c1O (centres undefined) | 21 | 4
Cc1nnc(NC(=O)CSc2ncnc3scc(-c4ccccc4)c23)s1 | 5 | -7
CCOC(=O)C1CCCN(C(=O)c2cccc([N+](=O)[O-])c2C)C1 (centres undefined) | 36 | 0
COc1ccc(NC(=O)c2ccco2)cc1NC(=O)c1c(F)c(F)c(OC)c(F)c1F | 27 | -18
CCn1c(C)cc(/C=C2/NC(=O)N(CC(=O)Nc3cccc(C)c3)C2=O)c1C | 22 | 1
COC(=O)c1ccc(C2C(Oc3ccccc3)C(=O)N2CCc2ccc(OC)c(OC)c2)cc1 (centres undefined) | 11 | -33
O=C(Nc1nnc(-c2ccccc2)o1)NC1CCCCC1 | 19 | -14

Rewritten comma-delimited: 2 of the compounds above.
SMILES,OX1R antag-1,OX1R antag-2
Cc1nnc(NC(=O)CSc2ncnc3scc(-c4ccccc4)c23)s1,5,-7
COc1cccc(C(=O)OCC(=O)NCCNC(=O)COC(=O)c2cccc(OC)c2OC)c1OC,23,-15

Next part:
SMILES | OX1R antag-1 | OX1R antag-2
Cc1noc(C)c1S(=O)(=O)Nc1ccc2c(c1)CC(=O)N([C@H](C)CO)C[C@H](C)[C@@H](CN(C)CC1CC1)O2 | -2 | -9
CC1CCCN(C(=O)Cc2cccc3ccccc23)C1 (centres undefined) | 6 | -20
CN(C)C(=O)c1ccc(-n2cnc3ccccc3c2=O)cc1 | 14 | -12
COc1ccc(C(OC(=O)c2ccco2)C(=O)NCc2ccc(C)cc2)cc1 (centres undefined) | 21 | -22
CCCCNC(=S)NC(=O)c1ccccc1Br | 14 | -4
Cc1ccc(C(=O)NCc2ccccn2)c(Cl)c1 | 13 | -13
CCCN(C(=O)COC(=O)CCOc1ccccc1)c1c(N)n(Cc2ccccc2)c(=O)[nH]c1=O | 12 | -12
CCSc1nnc(NC(=O)Cn2cnc3c2c(=O)n(C)c(=O)n3C)s1 | 11 | -11
Cc1nc(CCNC(=O)CC2C(=O)NCCN2CC(C)C)nc2c1CCC2 (centres undefined) | 4 | -12
Cn1nc2c(c1C(=O)N1CCCC(C(=O)c3cc(F)ccc3F)C1)CCCC2 (centres undefined) | 17 | -25
Cc1ccnc2nc(C(=O)N3CCN(c4ccc(F)cc4)CC3)nn12 | 12 | -6
COC(=O)c1cc(S(=O)(=O)NCCCc2ccco2)c[nH]1 | 6 | 9
C[C@H](CO)N1C[C@H](C)[C@@H](CN(C)Cc2ccccc2)Oc2c(NS(=O)(=O)c3cn(C)cn3)cccc2C1=O | 2 | -14
Cc1ccc2c(c1)nnn2C1CCN(CC(=O)NCCc2ccccc2)CC1 | 3 | 4
CC(=O)Nc1ccc(C(=O)Nc2ccc3c(c2)OCO3)cc1 | 13 | -6
CN(CC(=O)Nc1ccc(Cl)c(C(F)(F)F)c1)C(=O)CCN1C(=O)C2CC=CCC2C1=O (centres undefined) | 11 | -12
COc1ccc(-c2ccc(-c3noc(C)n3)c(OC)n2)cc1 | 5 | -5
CCOc1ccc(C(=O)NCC(=O)OCc2c(F)cccc2Cl)cc1 | 12 | -3
COc1cccc(NC(=O)C(=O)NCC2CCCN2S(=O)(=O)c2ccccc2)c1 (centres undefined) | 45 | -17
O=C(OCC(O)COc1ccccc1)c1ccc([N+](=O)[O-])cc1 (centres undefined) | 25 | -24
Cc1nc(SCn2nnc3ccccc3c2=O)nc(C)c1C | 29 | -13
Cc1ccc(/C=N/NC(=O)c2nnn(-c3nonc3N)c2-c2ccccc2)o1 | 10 | 9
Cc1ccc(C(=O)Nc2ccc(S(=O)(=O)N3CCc4ccccc4C3)cc2)o1 | 21 | 26
Cc1occc1-c1nc(-c2ccncc2)no1 | 12 | 7
O=C(c1ccc2c(c1)OCO2)N(c1ccc(F)cc1)C1C=CS(=O)(=O)C1 (centres undefined) | 13 | 2
O=C(NC1CCCCC1)C(c1ccccn1)N(C(=O)c1csnn1)c1ccccc1 (centres undefined) | 14 | -20
Cc1ccc(-c2csc(N(Cc3ccco3)C(=O)c3cccs3)n2)cc1 | 22 | -27
COc1ccccc1Cn1nnc2c(=O)[nH]c(C3CCN(C(=O)c4ccc(C)cc4)CC3)nc21 | 19 | -38
O=C1C2CCCN2C(=O)N1CCCN1CCN(c2ccc([N+](=O)[O-])cc2)CC1 (centres undefined) | 12 | -15
C/C(=N\NC(=O)c1cccc(S(=O)(=O)N2CCOCC2)c1)c1ccc(OC(F)F)cc1 | 17 | -28
CCOc1ccc(/C(O)=C2/C(=O)C(=O)N(c3ccccn3)C2c2ccc(F)cc2)c(C)c1 (centres undefined) | 1 | -20
COc1cccc(-c2[nH]nc3c2C(c2ccc(C)o2)C(C#N)=C(N)O3)c1 (centres undefined) | 20 | -4
CCOC(=O)C1(CC2CCCCO2)CCN(S(=O)(=O)c2cccc(F)c2)CC1 (centres undefined) | 27 | -25
CC1CCCCN1S(=O)(=O)c1cccc2cccnc12 (centres undefined) | 17 | -16
CCCCOC(=O)Nc1nc2ccc(OC)cc2s1 | 4 | -5
Cn1cc(NC(=O)OCc2ccc(Cl)cc2)c(C(F)(F)F)n1 | 9 | -14
CCC(NC(=O)c1ccccc1NC(=O)C(C)(C)C)C(=O)N1CCCC1 (centres undefined) | 12 | -28
Cc1nc2ccc(NC(=O)c3nn(CC(C)C)c(=O)c4ccccc34)cc2s1 | 31 | -49
OCC[C@H]1C[C@H](O)[C@@H](O)[C@@]2(CCCO2)O1 | 14 | 5
O=C(CNC(=O)c1cccs1)NCC(=O)OCc1c(F)cccc1Cl | 11 | -10
CC(C)CCn1c(=O)c2ccccc2n2c(CN(C)Cc3ccccc3)nnc12 | 21 | -37
CC(=O)c1ccc(NC(=O)Nc2ccc(Cl)cc2)cc1 | 27 | 33
CNC(=O)CSc1nc(SC)ns1 | 1 | -10
COc1ccc(CC(=O)OCC(=O)Nc2ncc(Cl)cc2Cl)cc1OC | 4 | -10
CCOc1ccc(OCC)c(NC(=O)Cn2c(C)nc3ccccc3c2=O)c1 | 19 | -29
COc1ccc(-c2cc(-c3ccc(OC)cc3)c(C#N)c(SC)n2)cc1 | 9 | -19
CCOC(=O)C1CCCN(CCC(=O)Nc2ccc3c(c2)CCC3)C1 (centres undefined) | 6 | -37
CCN(Cc1ccccc1)C(=O)C1CCC(CNc2c(N3CCOCC3)c(=O)c2=O)CC1 (centres undefined) | 8 | -29

Reformatted as comma-separated lines: 17 of the compounds above
molecule,OX1R antag-1,OX1R antag-2
COc1cccc(-c2[nH]nc3c2C(c2ccc(C)o2)C(C#N)=C(N)O3)c1 (centres undefined),20,-4
CCOC(=O)C1(CC2CCCCO2)CCN(S(=O)(=O)c2cccc(F)c2)CC1 (centres undefined),27,-25
CC1CCCCN1S(=O)(=O)c1cccc2cccnc12 (centres undefined),17,-16
CCCCOC(=O)Nc1nc2ccc(OC)cc2s1,4,-5
Cn1cc(NC(=O)OCc2ccc(Cl)cc2)c(C(F)(F)F)n1,9,-14
CCC(NC(=O)c1ccccc1NC(=O)C(C)(C)C)C(=O)N1CCCC1 (centres undefined),12,-28
Cc1nc2ccc(NC(=O)c3nn(CC(C)C)c(=O)c4ccccc34)cc2s1,31,-49
OCC[C@H]1C[C@H](O)[C@@H](O)[C@@]2(CCCO2)O1,14,5
O=C(CNC(=O)c1cccs1)NCC(=O)OCc1c(F)cccc1Cl,11,-10
CC(C)CCn1c(=O)c2ccccc2n2c(CN(C)Cc3ccccc3)nnc12,21,-37
CC(=O)c1ccc(NC(=O)Nc2ccc(Cl)cc2)cc1,27,33
CNC(=O)CSc1nc(SC)ns1,1,-10
COc1ccc(CC(=O)OCC(=O)Nc2ncc(Cl)cc2Cl)cc1OC,4,-10
CCOc1ccc(OCC)c(NC(=O)Cn2c(C)nc3ccccc3c2=O)c1,19,-29
COc1ccc(-c2cc(-c3ccc(OC)cc3)c(C#N)c(SC)n2)cc1,9,-19
CCOC(=O)C1CCCN(CCC(=O)Nc2ccc3c(c2)CCC3)C1 (centres undefined),6,-37
CCN(Cc1ccccc1)C(=O)C1CCC(CNc2c(N3CCOCC3)c(=O)c2=O)CC1 (centres undefined),8,-29

Next part.
SMILES | OX1R antag-1 | OX1R antag-2
CC(Sc1nnc(Cc2cccs2)n1C1CCCCC1)C(=O)NCc1ccco1 (centres undefined) | 18 | -31
O=C(O)C(O)c1ccccc1 (centres undefined) | 13&16 | -15&5
COc1ccc(CC(=O)OCC(=O)N(CC(C)C)c2c(N)n(Cc3ccccc3)c(=O)[nH]c2=O)cc1 | 15 | -24
O=C(O)CCCCCNC(=O)CSc1nnc(-c2ccco2)n1-c1ccccc1 | 3 | -10
O=C(NCc1ccco1)c1cc2n(n1)C(C(F)(F)F)CC(c1ccc(Br)cc1)N2 (centres undefined) | 1 | -13
Cc1cc([N+](=O)[O-])ccc1NC(=S)NC(=O)C(c1ccccc1)c1ccccc1 | 20 | -8
O=c1ccc(S(=O)(=O)N2CCC(Cc3ccccc3)CC2)c[nH]1 | 7 | -8
C=CCn1c(-c2ccc(C)cc2)nc2ccccc21 | 15 | -31
COc1ccc(CNc2nc(-c3ccccc3)nn2C(=O)c2ccc([N+](=O)[O-])cc2)cc1 | 37 | 1
CSC1=NC(C)(C)CC2(C)Nc3ccccc3N12 (centres undefined) | 15 | -9
Cc1cc(C)c2c(CC(=O)N(CCC#N)Cc3cccnc3)coc2c1 | 17 | -27
CN(C)c1ccc(C2C=C(c3ccc(Cl)cc3OC(F)F)Nc3ncnn32)cc1 (centres undefined) | 33 | 19
NNS(=O)(=O)c1ccc(Sc2ccccn2)c([N+](=O)[O-])c1 | 39 | 6
CC1CCN(c2ccc(-c3ccc(NC(=O)c4ccco4)cc3)nn2)CC1 | 11 | -7
CC(OC(=O)c1cc(=O)[nH]c2ccccc12)C(=O)Nc1ccccc1F (centres undefined) | 22 | -4
Cc1ccc(C=Nc2ccccc2C(=O)Nc2ccccc2)cc1 | 6 | -20
CCOC(=O)C1=C(c2ccccc2)NC(=S)NC1c1ccc(Cl)c([N+](=O)[O-])c1 (centres undefined) | 6 | -9
Nc1c([N+](=O)[O-])cc(-c2cnc[nH]2)cc1[N+](=O)[O-] | 102* | 3
CCn1c(=O)cc(SCC(=O)N2CCN(c3ccccc3F)CC2)c2ccccc21 | 13 | -30
Cc1ccc(N(C)C(=O)CN(C)S(=O)(=O)c2ccc3c(c2)n(C)c(=O)c(=O)n3C)cc1 | 5 | -16
Cc1cc(OC(=O)c2cc(Cl)ccc2Cl)c([N+](=O)[O-])c(=O)[nH]1 | 0 | -13
O=C(O)C1CCCN1S(=O)(=O)c1ccc2ccccc2c1 (centres undefined) | 5 | -9
Cc1cc(NC(=O)CSCC(=O)OCC(=O)Nc2ccc(OC(F)F)cc2)no1 | 9 | 5
N#Cc1c(NC(=O)c2ccc(-c3ccccc3[N+](=O)[O-])o2)sc2c1CCCC2 | 70 | 21
CN(C)c1ccc(C(CC(=O)O)NC(=O)c2ccc(Cl)cc2)cc1 (centres undefined) | 9 | 3
Cc1csc(NS(=O)(=O)c2ccc(Cl)cc2)n1 | 6 | -12
O=C(Nc1ccc2c(c1)OCO2)c1cccc(S(=O)(=O)N2CCCC2)c1 | 5 | -23
CC1C(=O)N2CCCc3cc(NC(=O)C(=O)NCCc4ccccc4)cc1c32 (centres undefined) | 7 | -27
CCOC(=O)c1cnc(SCc2ccc(C)cc2)nc1N | 29 | -35
Nn1c(Cc2ccccc2F)nnc1SCC(=O)Nc1cccc(S(=O)(=O)NC2=NCCCCC2)c1 | 5 | -30
COc1cccc(-c2ccc(SCC(=O)c3ccccc3)nn2)c1 | 26 | -23
CN(c1cnn(-c2ccccc2)c(=O)c1Cl)n1cccc1 | 5 | -23
CC/C(=N\NC(=O)CNC(=O)/C=C/c1ccco1)c1ccccc1 | 31 | -17
Cc1ccc(NCc2nnc(SCC(=O)NCc3ccco3)n2CC2CCCO2)c(C)c1 (centres undefined) | 22 | -35
COc1ccc(Cl)cc1NC(=O)CN(C)CC(=O)NCc1ccc(F)cc1 | 8 | -2
Cc1ccc(NC(=O)CN2c3cccc4cccc(c34)S2(=O)=O)cc1S(=O)(=O)N1CCOCC1 | 16 | -6
OC1(c2cccc(C(F)(F)F)c2)CCNCC1 | -6 | 9
CC1CCN(C(CNS(=O)(=O)c2ccccc2)c2ccccc2)CC1 (centres undefined) | 2 | -35
O=C(O)CCC(=O)N1N=C(c2ccc(Br)cc2)CC1c1cccc(Br)c1 (centres undefined) | 11 | -2
COc1ccc(CN(C(=O)c2snc(C(N)=O)c2N)C(CC(C)C)C(=O)NC2CCCCC2)cc1 (centres undefined) | 8 | -41
COC(=O)Cn1c(=O)n(CCc2ccccc2)c(=O)c2c3c(sc21)CCCC3 | 16 | -34
O=C(CNc1ccc(F)cc1)c1ccccc1 | 16 | -21
Cc1ccc(Cn2nnnc2CN2CCC(O)(c3ccccc3F)CC2)cc1 | 6 | -17
